# HT1080 viability: HT1080 cell viability loss – fluorescence readout (AID 620). 87,000 compounds, 0.42% hits. one-dose cytotoxicity, % at 10 µM; EC50 in µM for titrated hits. HT1080 viability, fluorescence; higher % means a stronger effect; in the data active = cytotoxicity above about 50%;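 also: cells exposed to compound overnight then 4 h with Alamar Blue; 0% = vehicle DMSO and 100% = killing control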
# The depositor's hits bear a star. Not all compounds are listed, so the mix of outcomes need not match the whole.
SMILES,HT1080 viability
CC1=NN(c2nc(C)cc(C)n2)C(=O)C1CCC(C)C (stereo unspecified),-15%
O=C(O)Cn1c(SCc2ccccc2)nc2ccccc21,-1%
CCCCSc1[nH]c(=O)c(C(=O)OCC)cc1C#N,-4%
CCCNc1nc(Nc2ccc(C)cc2)nc(N2CCCC2)n1,-24%
O=C(CCCOc1ccc(Cl)cc1)NCC1CCCO1 (stereo unspecified),0%
COc1ccc(C2C(C(=O)c3ccco3)=C(O)C(=O)N2CCOCCO)cc1OC (stereo unspecified),-12%
Cc1cc(NS(=O)(=O)c2ccc(NC(=O)c3oc4ccccc4c3C)cc2)no1,27%
CCC(C)(C)n1nnnc1C(c1ccncc1)N1CCC(C)CC1 (stereo unspecified),-12%
Nc1nnc(SCCOc2cccc(Br)c2)s1,4%
CCOC(=O)c1c(-c2ccccc2)oc2ccc(OC(C)=O)cc12,-18%
COc1cccc(NC(=O)NCCCSC2CCCCC2)c1,-10%
O=C(Nc1nncs1)c1cccc(S(=O)(=O)N2CCCCC2)c1,-6%
O=C(CSc1nnc(C2CC2)n1-c1ccccc1)NCc1ccco1,-13%
Cc1ccc(C(=O)N2CCN(c3ncccn3)CC2)o1,-11%
Cc1cc2ncn(C(=O)N3CCCC3)c2cc1C,-2%
CCOC(=O)c1oc2cccc(O)c2c1C,-18%
O=S(=O)(c1ccc(Cl)cc1)N1CCC(O)(c2cccnc2)CC1,-3%
O=[N+]([O-])c1nn(-c2ccc3c(c2)OCCO3)n(O)c1=NC1CCCCC1,2%
CCOc1ccc(Cl)cc1S(=O)(=O)N1CCN(c2ccc(C)c(C)c2)CC1,2%
CCOC(=O)C1=C(CC)NC2=C(C(=O)CCC2)C1c1ccc(OC)c(OC)c1 (stereo unspecified),-15%
Cc1[nH]n(-c2ccc([N+](=O)[O-])cc2)c(=O)c1C=NCCN1CCN(C(=O)c2ccc(Br)cc2)CC1,14%
CC(C)Oc1ccc(C(=O)N/N=C/c2ccc(-c3ccc(S(=O)(=O)Nc4ncccn4)cc3)o2)cc1,4%
Fc1ccc(CSc2nc3ccccc3[nH]2)c2ccccc12,6%
Cc1c(C)n(C(=O)CN2CCC(C)CC2)c2ccccc12,-19%
CCN(CC)S(=O)(=O)c1ccc(N(C)Cc2cccnc2)nc1,5%
CC1(C(=O)NCCCNc2ncc(C(F)(F)F)cc2Cl)C=CCN1C(=O)c1ccccc1 (stereo unspecified),-18%
Cc1ccc(Cn2c(=O)n(CCC(=O)NCc3ccc4c(c3)OCO4)c(=O)c3ccccc32)cc1,-6%
COc1ccc(NC(=O)C2CCCO2)cc1Cl (stereo unspecified),-2%
COC(=O)c1cc(-c2ccccc2)on1,-7%
O=c1cc(-c2ccc(F)cc2)oc2ccccc12,4%
CCCn1c(C(=O)OC)cc2c1ccn2-c1ccc(F)cc1,-19%
Nn1cnc2sc3c(c2c1=O)CCC3,-3%
COc1ccccc1N1CCN(C2CCCC(C)C2)CC1 (stereo unspecified),-7%
CCCCCCN(C(=O)CCCCCN1C(=O)NC(c2ccc(-c3ccccc3)cc2)C(C(=O)OCc2ccccc2)=C1C)C(C(=O)NCCCC)c1ccc(-c2ccccc2)cc1 (stereo unspecified),-33%
O=C(C1Cc2ccccc2CN1S(=O)(=O)c1ccc(F)cc1)N1CCOCC1 (stereo unspecified),-3%
Cc1cc(C)cc(NC(=O)CSCc2cnn(-c3ccccc3)c2-n2cccc2)c1,-6%
CS(=O)(=O)c1ccc(Sc2nc3ccccc3[nH]2)c([N+](=O)[O-])c1,17%
Cc1cc(=O)c(C(=O)O)cn1Nc1ccc(F)cc1,10%
O=C(NCc1cccs1)c1cc(S(=O)(=O)N2CCCCC2)ccc1Cl,2%
CC/C(=N\n1nnnc1Nc1ccccc1)c1ccccc1,-3%
O=C(Nc1cnc2ccccn2c1=O)c1ccc(Cl)cc1,-4%
Cc1ccc(NC(=O)CCn2cccc2)cc1F,-5%
CCS(=O)(=O)N1CCN(C(=O)COc2ccc(-c3ccccc3)cc2)CC1,14%
CCOC(=O)c1c(NC(=O)c2ccco2)n(C2CCCCC2)c2nc3ccccc3nc12,-6%
CC(C)(C)c1cn(-c2ccc(Cl)cc2)c(=S)[nH]1,6%
Cc1cc(NC(=O)C2C3C(=O)N(Cc4ccc(Cl)cc4)C(C(=O)NC4CCCCC4)C34C=CC2(C)O4)no1 (stereo unspecified),-7%
COc1ccc(C2=Nn3c(nnc3-c3ccco3)SC2)cc1,16%
CC(=O)CSc1nc(N)c(C#N)c(-c2cccs2)c1C#N,-22%
COc1ccc(CNC(=O)CN(Cc2ccc(Cl)cc2)S(=O)(=O)c2ccccc2)cc1,-3%
Cc1cc2nn(-c3cccc4ccccc34)nc2cc1NC(=O)c1cccs1,10%

# Next records follow.
SMILES,HT1080 viability
COc1cccc(NC(=O)CCc2nc(-c3ccccc3F)no2)c1,-6%
Cc1ccc(C(=O)/C=C2/NC(=O)CS2)cc1,-6%
C[N+]1(CC(=O)Nc2ccccc2Cl)CCN(C(=O)c2cccs2)CC1,-5%
c1ccc(-n2nnnc2SCc2cccc(CSc3nnnn3-c3ccccc3)n2)cc1,9%
O=[N+]([O-])c1ccc(Sc2nc3ccccc3o2)c([N+](=O)[O-])c1,-22%
COc1cccc(-c2nnn(CC(C)=O)n2)c1,-4%
CCN(CC)c1nc(C)c(C(C)=O)cc1C#N,3%
O=C(CCN1CCc2ccccc2C(c2ccccc2)C1)c1ccc2c(c1)OCCO2 (stereo unspecified),16%
CCC(Sc1nc2sc(C(=O)OC)c(C)c2c(=O)n1N)C(=O)N(CC)CC (stereo unspecified),3%
CCCc1nc(SCc2ccc(Cl)cc2Cl)n[nH]1,27%
COc1ccc(C)cc1NC(=O)CC(O)(C(F)(F)F)C(F)(F)F,7%
CCn1c(=O)cc(SCC(=O)Nc2ccc(OC)c(OC)c2)c2ccccc21,-2%
COc1cccc(C(O)c2nc3ccccc3n2C(C)C)c1 (stereo unspecified),8%
O=c1ccc(/C=C/c2ccccc2)nn1Cc1ccc(Cl)cc1Cl,2%
CCOc1ccc(-c2noc(CCCC(N)=O)n2)cc1OC,24%
O=C(CSc1nnc(-c2ccccc2)o1)Oc1ccc(Br)cc1,-4%
CCCN(CCC)CCNC(=O)C1CC(=O)N(c2ccc(OC)cc2)C1c1ccc(OC)cc1 (stereo unspecified),-2%
CCOc1cc(S(=O)(=O)N(CC)CC)c(OCC)cc1-n1cnnn1,-6%
COC(=O)c1ccc(Sc2ccc(F)cc2)c(N)c1,-1%
CN(C)S(=O)(=O)N1CCN(S(=O)(=O)c2ccc3ccccc3c2)CC1,7%
Cc1[nH]c2ccccc2c1Cc1nnc(SCCC#N)o1,3%
COc1ccc(C(C#N)N2CCOCC2)cc1 (stereo unspecified),-1%
CCOC(=O)c1[nH]c2ccccc2c1N=CN(C)C,2%
CCOC(=O)C1=C(C)N=c2sc(=C(C)C)c(=O)n2C1c1ccc(N(C)C)cc1 (stereo unspecified),4%
CCOC(=O)CCCc1c[nH]c2ccccc12,-13%
COc1ccc(OC)c(S(=O)(=O)Nc2ccc(C(C)=O)cc2)c1,2%
CCCCN(C)C(=O)C1CCN(Cc2ccc(OCc3ccccc3)cc2)CC1,-15%
O=C(CN1CCCCC1)N1c2ccccc2Sc2ccc(C(F)(F)F)cc21,1%
CCOc1ccc(NC(=O)C2CCCN(C(=O)NCc3ccccc3)C2)cc1 (stereo unspecified),2%
CC(=O)CC(=O)Nc1ccn(-c2ccccc2)n1,16%
O=C(c1sc2ccccc2c1Cl)N(Cc1ccccc1Cl)C1CCS(=O)(=O)C1 (stereo unspecified),2%
CCCCOc1ccc(C2C(=O)N(C3CCCCC3)CC(=O)N2CC2CCCO2)cc1 (stereo unspecified),-12%
Nc1nonc1C(=O)NCCNCc1c(OCc2ccccc2F)ccc2ccccc12,34%
COc1ccc(-c2nc3ccccn3c2NCc2ccc3c(c2)OCO3)cc1,-16%
C=CCSc1nc(N)c(C(=O)Nc2ccccc2OC)cc1C(=O)Nc1ccccc1,-2%
CC(C)(C)C(=O)[C@H]1[C@H](c2ccccc2)[C@@]2(N=C(c3ccccc3)OC2=O)C2c3ccccc3C=NN21 (stereo partly specified),-13%
COc1ccc(C2=NOC(C(=O)NCc3cccs3)C2)cc1 (stereo unspecified),7%
Cc1cc(Cl)ccc1OC(C)c1nnc(N)s1 (stereo unspecified),6%
Brc1ccc(CN2CCN(c3ccccn3)CC2)s1,0%
CC(=O)Nc1ccc(OCC(O)Cn2cnc3ccccc32)cc1 (stereo unspecified),10%
CC(C)c1ccccc1NC(=S)NN(Cc1ccccc1)c1ccccc1,-5%
CCOC(=O)c1c(NC(C)=O)sc2c1CCC(C=NCCCN(CC)CC)=C2Sc1ccccc1,3%
Cn1c(=O)c2c(nc(NCc3cccnc3)n2Cc2ccc(Cl)cc2)n(C)c1=O,0%
COc1ccc(Nc2oc(COc3ccc(C)cc3)nc2C#N)cc1,-4%
COC(=O)CCN(C(=O)C12CC3CC(CC(C3)C1)C2)c1ccccn1,-7%
CC(C)Sc1nc(N2CCOCC2)c2c(c1C#N)CC(C)(C)N(C)C2,26%
O=C(CCc1nc(-c2ccccc2)c(-c2ccccc2)o1)OCc1ccc(Cl)cc1,-7%
COCCn1c(C(=O)N(C)C)cc2c1C[C@H]1CN(C(=O)c3ccccc3)[C@@](Cc3ccc(OC)cc3)(C(=O)OC)[C@@H]21,-32%
COc1ccc(CC(=O)c2c(O)cc(O)cc2O)cc1OC,-15%
COc1ccc(CNS(=O)(=O)c2cc(OCC(N)=O)c(C)cc2Cl)cc1,-8%

# Other structures follow.
SMILES,HT1080 viability
CC1CCN(C(=O)COC(=O)c2ccc(Br)o2)CC1,-13%
O=C1OC(c2ccccc2)/C(=C(/O)c2ccc(Cl)cc2)C1=O (stereo unspecified),1%
COc1ccccc1C1C(C(C)=O)=C(C)N=c2s/c(=C\c3cc(OC)c(OC)c(OC)c3)c(=O)n21 (stereo unspecified),-8%
CC(C)CNc1oc(-c2ccco2)nc1C#N,-9%
Cc1ccc(-c2nn(CC(=O)NCc3cc(-c4nn(C)c(=O)c5ccccc45)ccc3C)c(=O)c3ccccc23)cc1,-8%
N#Cc1cc(-c2ccccc2)nnc1Sc1ccccc1,18%
CCOC(=O)C1=C(C)N(CCCC(=O)O)C(=O)NC1c1ccccc1OS(=O)(=O)c1ccc([N+](=O)[O-])cc1 (stereo unspecified),-3%
Cc1[nH]c2ccccc2c1C(=O)COC(=O)C1CC(=O)N(Cc2ccccc2)C1 (stereo unspecified),1%
CC1CCCN(S(=O)(=O)c2ccc(NC(=O)CCN3C(=O)c4ccccc4C3=O)cc2)C1 (stereo unspecified),10%
CC(C)OC(=O)n1c(=S)oc2ccccc21,-12%
COc1ccc(/C=C/C(=O)c2ccc[nH]2)cc1OC,-15%
Cc1cc(C(=O)COC(=O)C2=NNC(=O)CC2)c(C)n1-c1ccccc1,-17%
COc1ccc(OCC#CCNC(C)(C)C)cc1,2%
CCOC(=O)c1cc(C(=O)OCC)cc(-n2cc(O)c(C(=O)OCC)n2)c1,15%
CC(c1ccco1)N(C(=O)Nc1ccccc1)C1CCCCC1 (stereo unspecified),10%
NC1=NC2(CCCCC2)N(c2ccc(F)cc2)C(N)=N1,2%
CCC(C(=O)O)N1C(=O)c2ccccc2C1=O (stereo unspecified),-9%
CC(=O)N(CCCN1CCOCC1)Cc1ccncc1,-11%
COc1ccc(C2SCCN2S(=O)(=O)c2ccc(NC(C)=O)cc2)cc1 (stereo unspecified),2%
O=C(c1ccc2c(c1)OCO2)N1CCOCC1,0%
CCCc1cc(=O)[nH]c(SCC(=O)Nc2c(C)cccc2C)n1,-16%
O=C(N/N=C\c1cc(Br)cs1)C1COc2ccccc2O1 (stereo unspecified),-11%
CCCCOC(=O)NC(NCC(O)c1ccccc1)(C(F)(F)F)C(F)(F)F (stereo unspecified),-3%
COC(=O)CC/C(O)=C1\C(=O)CC(C)(C)CC1=Nc1ccccc1OC,17%
CCN1c2cccc3cccc(c23)S1(=O)=O,10%
O=C(NCCc1ccccc1)C1CCN(C(=O)NCc2ccccc2)CC1,4%
COc1ccc(Cn2c(C)c(C)c(C#N)c2NC(=O)Nc2cccc(Cl)c2)cc1,-6%
C[C@@H](C(=O)NCC1CC1)[C@H]1C[C@]1(C)[C@H](NC(=O)OCc1ccccc1)c1ccccc1,21%
Cc1noc(C)c1COC(=O)[C@H](C)NS(=O)(=O)c1ccc(Cl)c(Cl)c1,-3%

# Grouped by structure, those above containing fluorine (14)
SMILES,HT1080 viability
Fc1ccc(CSc2nc3ccccc3[nH]2)c2ccccc12,6%
CC1(C(=O)NCCCNc2ncc(C(F)(F)F)cc2Cl)C=CCN1C(=O)c1ccccc1 (stereo unspecified),-18%
O=c1cc(-c2ccc(F)cc2)oc2ccccc12,4%
CCCn1c(C(=O)OC)cc2c1ccn2-c1ccc(F)cc1,-19%
O=C(C1Cc2ccccc2CN1S(=O)(=O)c1ccc(F)cc1)N1CCOCC1 (stereo unspecified),-3%
Cc1cc(=O)c(C(=O)O)cn1Nc1ccc(F)cc1,10%
Cc1ccc(NC(=O)CCn2cccc2)cc1F,-5%
COc1cccc(NC(=O)CCc2nc(-c3ccccc3F)no2)c1,-6%
COc1ccc(C)cc1NC(=O)CC(O)(C(F)(F)F)C(F)(F)F,7%
COC(=O)c1ccc(Sc2ccc(F)cc2)c(N)c1,-1%
O=C(CN1CCCCC1)N1c2ccccc2Sc2ccc(C(F)(F)F)cc21,1%
Nc1nonc1C(=O)NCCNCc1c(OCc2ccccc2F)ccc2ccccc12,34%
NC1=NC2(CCCCC2)N(c2ccc(F)cc2)C(N)=N1,2%
CCCCOC(=O)NC(NCC(O)c1ccccc1)(C(F)(F)F)C(F)(F)F (stereo unspecified),-3%
